Akt phos inh: inhibitors of Akt phosphorylation | Neuro2A IGF-stimulated pAkt S473 HTRF, 20 min; active compounds read low | 0.32% of 360,000 active | activity change, % for hits at 50 µM; in the data active = activity change below about -80%; inconclusive = mostly about -51% to -80%; also: % is scaled to controls: 0 for no effect and ±100 for the full control effect
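Neuro2A cells in DMEM with 0.5% FBS, overnight at 37 deg C, given compound at single 50 µM final, then IGF (6 nM final) for 20 min at 37 deg C. Lysed; phospho-Akt Ser473 by HTRF after 24 h, 665/615 ratio.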
PTHR1 agonist: PTHR1 (human) receptor agonism; Q03431; HEK293 GP2 PTHR1 cells, GloSensor cAMP luminescence, 1 h; 0.075% of 410,000 active; Potency, µM (series often up to 115 µM), without a hit: top-dose activation, usual class: activators; also: potency is read from the fitted curve at half-maximal effect; nearly all actives have a fitted effect of over 55% in size; some results filed as inactive show a strong effect at the top dose; inactives centre near -15; many of its hits are not listed in these tables
Target sequence (Q03431 whole entry, looked up): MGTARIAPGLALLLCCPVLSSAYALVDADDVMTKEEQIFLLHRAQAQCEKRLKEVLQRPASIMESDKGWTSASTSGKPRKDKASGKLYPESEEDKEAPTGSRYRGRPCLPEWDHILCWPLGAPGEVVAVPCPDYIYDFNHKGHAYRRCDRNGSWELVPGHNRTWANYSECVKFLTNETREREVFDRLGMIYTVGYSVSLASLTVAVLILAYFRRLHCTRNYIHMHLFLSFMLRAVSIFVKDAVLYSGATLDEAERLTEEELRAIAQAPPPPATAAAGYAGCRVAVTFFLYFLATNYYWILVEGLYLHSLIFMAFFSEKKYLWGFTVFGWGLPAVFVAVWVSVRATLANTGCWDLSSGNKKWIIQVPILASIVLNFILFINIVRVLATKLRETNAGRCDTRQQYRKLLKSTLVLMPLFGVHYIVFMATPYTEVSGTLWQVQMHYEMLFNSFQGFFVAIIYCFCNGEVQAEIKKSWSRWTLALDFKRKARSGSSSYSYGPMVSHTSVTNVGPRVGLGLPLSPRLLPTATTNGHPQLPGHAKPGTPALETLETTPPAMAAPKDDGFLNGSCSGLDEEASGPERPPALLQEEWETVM
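HEK-293-derived GP2 cells expressing PTHR1 and a GloSensor cAMP reporter, 3,000/well, plated overnight, given luciferin plus IBMX (each 0.5 mM as added) for 1 h at 37 °C, then compound for 1 h at 37 °C. Luminescence was read after 15 min at room temperature.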
FUS yeast rescue: rescues growth of FUS-expressing yeast. S. cerevisiae FUS-expressing, growth rescue, OD600, 24 h. Potency, µM (highest dose often 76.6 µM), inactives show at the highest dose growth rescue (activation), actives largely listed as activators. 0.24% of 390,000 active. AID 1347120;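 also: potency is read from the fitted curve at half-maximal effect; plate controls were DMSO vehicle for no effect and reference control for full effect; nearly all actives have a fitted effect of over 55% in size; some results filed as inactive show a strong effect at the top dose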
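FUS-expressing yeast, raffinose-pregrown, induced in 2% galactose minimal medium at OD 0.005; compounds in a dilution series, 24hr at 30C. Growth restoration read as absorbance at 600 nm. CP55940 positive control, DMSO negative.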
GLP1R inv ag: acts as inverse agonist at human GLP-1 receptor; P43220; HEK293 GLP-1R CRE-luciferase, luminescence, 24 h; GLP-1R form is constitutively active; Potency, µM (titrated, usually from 38.3 µM), inactives show at the highest dose activity change, negative = inhibition, usual class: inhibitors; 1.6% of 410,000 active; AID 624417; also: potency is read from the fitted curve at half-maximal effect; % is scaled to controls: 0 for no effect and ±100 for the full control effect; nearly all actives have a fitted effect of over 55% in size
Target sequence (P43220 whole entry, looked up): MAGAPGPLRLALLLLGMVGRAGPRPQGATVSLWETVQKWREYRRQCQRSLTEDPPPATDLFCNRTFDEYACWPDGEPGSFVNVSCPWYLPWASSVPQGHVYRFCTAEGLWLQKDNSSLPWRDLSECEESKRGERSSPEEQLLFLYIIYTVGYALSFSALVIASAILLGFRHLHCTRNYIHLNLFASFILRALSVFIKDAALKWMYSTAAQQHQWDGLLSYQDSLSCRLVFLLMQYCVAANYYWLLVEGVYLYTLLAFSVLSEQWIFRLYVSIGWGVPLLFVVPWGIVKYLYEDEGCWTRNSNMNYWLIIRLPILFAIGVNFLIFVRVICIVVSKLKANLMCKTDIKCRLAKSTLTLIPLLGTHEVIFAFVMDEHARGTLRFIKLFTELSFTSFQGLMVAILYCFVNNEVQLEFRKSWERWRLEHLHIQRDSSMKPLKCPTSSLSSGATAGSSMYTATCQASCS
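HEK293 cells stably co-expressing constitutively active GLP-1R and a cAMP-responsive luciferase reporter were seeded in DMEM with 10% Nu serum, given compounds after 12 h, and incubated 24 h at 37 deg C. Luminescence was then read.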
GLP-1R agonist: GLP-1 receptor (human) agonism. 0.007% of 380,000 active. Potency, µM (top dose mostly 45.6 µM), for the others: at the highest dose activation, most hits filed as activators. P43220. HEK293 GLP-1R CRE-luciferase, luminescence, 4-6 h; cells express a hypersensitive GLP-1R form. AID 624172; also: potency is read from the fitted curve at half-maximal effect; % of control where 0% means no effect
TDP-43 yeast inh: inhibitors of TDP-43 toxicity in yeast | 1.8% of 410,000 active | TDP-43 expressing yeast growth rescue, BacTiter-Glo, 24 h | Potency, µM (highest dose often 46.1 µM), inactives show top-dose growth rescue (activation), most hits filed as activators; also: potency is read from the fitted curve at half-maximal effect; % of control where 0% means no effect; nearly all actives have a fitted effect of over 50% in size
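Cell-based yeast growth screen: TDP-43 expression induced in galactose, inoculum OD600=0.02 after raffinose pregrowth to mid-log. Read-out BacTiter-Glo luminescence at 24 hr, 30 deg C; inhibition of toxicity seen as signal increase.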
DRD3 antagonist: blocks the human D3 dopamine receptor | D3R cells, DiscoveRx beta-arrestin luminescence, antagonist mode; active compounds read low | max response, negative = inhibition, % | 2.5% of 360,000 active | AID 652054; in the data active = max response below about -50%; inconclusive = no clear call, values can overlap the other calls; also: % is scaled to controls: 0 for no effect and ±100 for the full control effect; mostly tested at two doses, the higher about 12 µM
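Cells plated overnight at 1500 cells/well, then exposed to library compounds with dopamine controls for 90 minutes at 37 degrees C. DiscoveRx reagent added for 30–60 minutes at room temperature; luminescence read, quantitative HTS format.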
aSyn rescue: alpha-synuclein toxicity inhibition in yeast; Yeast expressing alpha-synuclein, growth rescue, BacTiter-Glo, 24 h; Potency, µM (highest dose often 46.1 µM), without a hit: at the highest dose growth rescue (activation), usual class: activators; 0.14% of 370,000 active; also: potency is read from the fitted curve at half-maximal effect; % of control where 0% means no effect; nearly all actives have a fitted effect of over 65% in size
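Galactose-induced alpha-syn yeast (OD600=0.02, raffinose-pregrown) + pinned cpd, 24 hr, 30 deg C; growth by BacTiter-Glo luminescence. Growth restoration scores as activation.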
Abeta yeast res: A-beta toxicity reversal in yeast; 0.063% of 410,000 active; yeast expressing A-beta42, growth rescue, OD600, 48 h; response scale: 0% DMSO, 100% iron-clioquinol control; Potency, µM (titrated, usually from 46.1 µM), for inactives: top-dose growth rescue, usual class: activators; also: potency is read from the fitted curve at half-maximal effect; nearly all actives have a fitted effect of over 55% in size
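Growth rescue measured by 600 nm absorbance after 48 h yeast culture at 30 C with compound. Values normalized between DMSO and an equimolar ferric chloride plus clioquinol control.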
* = called active by the depositor; i = inactive; ? = inconclusive; nt = no result given; [ ] = another dose, or the depositor's remark. Unless noted, calls follow the shape of the dose curve; as a rule, active = well fitted curve in the direction sought with a large enough effect; inconclusive = small, poorly fitted or top-dose-only effect, or another doubt; inactive = no such curve, though single readings can be large; an effect the other way counts as inactive or inconclusive. Only part of the results is shown; the hit share may differ from the screen's.

Structure | Akt phos inh | PTHR1 agonist | FUS yeast rescue | GLP1R inv ag | GLP-1R agonist | TDP-43 yeast inh | DRD3 antagonist | aSyn rescue | Abeta yeast res
O=C(CCN=C1NS(=O)(=O)c2ccccc21)OCC(=O)c1ccc(F)cc1 | i | -7% | 3% | 6% | 6% | -8% | -1 | 0% | -3%
COC1CCCCC1Nc1cccc(SC)c1 (stereo not given) | i | -11%[57.5 µM] | -1% | -11% | 1% | -6% | 5 | 3% | 13%
c1ccc(Nc2ccccc2Nc2ccccn2)nc1 | nt | 15%[57.5 µM] | 25% | 0% | 4% | -6% | -21 | 2% | 14%
CCCCN(C(=S)NC(=O)c1cc(OC)c(OC)c(OC)c1)c1c(N)n(Cc2ccccc2)c(=O)[nH]c1=O | i | i | 3% | 3% | -10% | 12% | -11 | -6% | -2%
Nc1nc(SCC(=O)NCc2ccc3c(c2)OCO3)n[nH]1 | i | i | 0% | 37%[activator] | 15% | -5% | 6 | -7% | -6%
C/C(=N/OC(=O)CC(C)C)c1cc(-c2ccc(Cl)cc2)no1 | i | -11% | -11% | 1% | -3% | 16% | 1 | 0% | 6%
Cc1ccc(OCC(=O)Nc2ccc(OCc3cc(=O)n4c(C)csc4n3)cc2)cc1C | nt | -18% | -5% | 0% | nt | 7% | nt | nt | -2%
CC(=O)NCCOc1cccc(OCCNC(C)=O)c1 | i | 26%[57.5 µM] | -3% | 30% | 16% | 8% | -8 | -4% | 2%
COc1ccc(N2CCN(C(=O)c3ccc(N(C)S(=O)(=O)c4ccc(OC)cc4)cc3)CC2)cc1 | i | -31%[inhibitor] | ? | -29% | 16% | 24% | -9 | 21% | 2%
Nc1cc2[nH]c(=O)c3ccccc3c2cc1[N+](=O)[O-] | i | i | nt | 1% | 22% | 23% | 1 | ? | -8%
COCCCN=C1NN=C(c2cc(C)n(-c3ccccc3)c2C)CS1 | i | i | ? | 2% | 8% | -4% | 3 | -2% | -1%
Cc1onc(-c2ccccc2)c1CNS(=O)(=O)c1ccccc1 | i | -8% | 3% | -30% | 1% | 0% | -12 | -3% | -2%
COCCCn1cc(CN2CC(N3CCCCC3)CS2(=O)=O)nn1 (stereo not given) | i | -12% | -22% | 1% | 3% | 10% | -29 | 0% | -8%
Cc1ccc(S(=O)(=O)n2[nH]c(=O)c(CCO)c2C)cc1 | i | i | -3% | -1% | 2% | -27% | 12 | -8% | -10%
Cc1cc(C)c(C(=O)CSc2nnc(-c3cccnc3)n2C)c(C)c1 | nt | -8%[57.5 µM] | 13% | -3% | 2% | 9% | 15 | 1% | 8%
CC1Cc2ccccc2N1C1=CC(=O)CC(C)(C)C1 (stereo not given) | i | -3% | 0% | 8% | 1% | -10% | 7 | -2% | -10%
COc1cc2c(cc1OC)C(c1cc3cc4c(cc3[nH]c1=O)OCO4)N(C(=O)C(C)C)CC2 (stereo not given) | i | -7%[57.5 µM] | 31% | 52%[activator] | 12% | -13% | 13 | 4% | 18%
COc1ccc(Nc2ncnc3ccc(Br)cc23)c(OC)c1 | i | i | -15% | ? | -1% | 11% | 9 | 3% | -1%
O=C(c1ccco1)N1CCN(C(=O)c2cc(-c3ccccc3F)no2)CC1 | i | i | 12% | 21% | 4% | ? | -10 | -1% | -23%
Cc1ccc(NC(=O)c2oc3ccc(S(=O)(=O)N(C)C4CCCCC4)cc3c2C)cc1Cl | nt | -6% | -4% | 1% | nt | 0% | nt | nt | -7%
COC(=O)c1ccccc1NC(=O)C1CC(=O)N(c2ccc(F)cc2)C1 (stereo not given) | i | i | -11% | 5% | -3% | 0% | 7 | 6% | -4%
Cc1cc(C)n2nc(Cc3ccccc3)nc2n1 | i | -12% | nt | -5% | 0% | 24% | 7 | 7% | 6%
COc1ccc2[nH]c3c(c2c1)CCN1C(=O)C(CC(=O)NCCc2ccccn2)C[C@H](C(=O)N2CCCCC2)[C@@]31CCc1ccccc1 (stereo not given in full) | i | -10% | 30% | -29% | 1% | 19% | -8 | 4% | 4%
COc1ccc2oc(C(=O)N3CCN(C(c4ccccc4)c4ccccc4)CC3)c(C)c2c1 | i | i | 22% | 5.6µM* | 11% | 6% | 0 | -14% | 3%
C=CCOc1cccn2c(N(C=O)Cc3ccc(OC)cc3)c(CC)nc12 | i | i | -7% | 8% | -5% | 14% | -12 | -8% | -12%
O=C(CCNS(=O)(=O)c1ccccc1C(F)(F)F)NCCCN1CCOCC1 | i | -1% | 16% | 11% | 1% | 5% | -2 | -15% | 9%
COc1ccc(-c2cn3nc(N4CCC(C(=O)Nc5cc(Cl)ccc5OC)CC4)sc3n2)cc1 | nt | -8% | -3% | 5% | nt | 14% | nt | nt | 2%
CC1(C)Cc2c(sc(NC(=O)c3ccc(C(=O)c4ccccc4)cc3)c2C#N)C(C)(C)N1 | i | -67%[inhibitor] | 44% | ? | 5% | -8% | -57* | 0% | -2%
COc1ccccc1CC(=O)Nc1ccc2[nH]ncc2c1 | i | -30%[inhibitor] | 16% | 12% | 4% | -8% | -6 | -2% | 0%
Cc1ccc(Cn2ncc3c(N4CCN(C)CC4)ncnc32)cc1 | i | i | 10% | 14% | 12% | 18%[9.22 µM] | 9 | 1% | -6%
COc1ccc(C(=O)NCCCN2CCN(CCCNC(=O)c3ccc(OC)c(OC)c3)CC2)cc1OC | i | -11% | 15% | 16% | 8% | -18% | -4 | -7% | -5%
CCCNC(=O)N1CCC(c2ccc3c(c2)OCO3)CC1 | i | i | -6% | 7% | 7% | ? | 3 | -2% | 7%
Cc1ccc2oc3c(c(=O)c2c1)C(c1ccc(O)cc1)N(Cc1ccc2c(c1)OCO2)C3=O (stereo not given) | nt | -24% | 8% | 8% | nt | -2% | nt | nt | 6%
CCOc1ccc(S(=O)(=O)N2CCCC(C(=O)N3CCOCC3)C2)cc1 (stereo not given) | i | -2% | -10% | 11% | 4% | -2% | 4 | -1% | -6%
Nc1n[nH]c(-c2cccc([N+](=O)[O-])c2)n1 | i | i | -4% | 15% | 3% | 12% | 21 | -4% | -8%
COc1ccc(N2CCN(C(c3cccs3)C(C)NC(=O)C(=O)N3CCCCC3)CC2)cc1 (stereo not given) | i | i | 22% | ? | -3% | 7% | 3 | -8% | 7%
CC(CNc1ccc(Cl)cc1)(CNc1ccc(Cl)cc1)[N+](=O)[O-] | i | i | -4% | ? | 9% | -9% | -7 | 4% | 3%
COc1ccc(C(CNC(=O)c2ccc(OC)c(S(=O)(=O)N3CCCC3)c2)N2CCCC2)cc1 (stereo not given) | i | -13% | 12% | -3% | -8% | 5% | -83* | 1% | 2%
COc1ccccc1NC(=S)N1CCNC(=O)C1CC(=O)Nc1cccc(C)c1 (stereo not given) | i | i | -1% | ? | 1% | -10% | 14 | 1% | 6%
C=CCOc1ccc(CN(C)c2ccc(S(=O)(=O)N3CCN(C)CC3)cc2[N+](=O)[O-])cc1 | i | -31%[inhibitor] | nt | ? | 22% | 19% | ? | -3% | -3%
O=C(O)c1ccc2c(c1)C(=O)N(c1cccc(C(=O)/C=C/c3ccccc3)c1)C2=O | i | -18% | 3% | 16% | 5% | ? | -4 | 9% | -13%
Cc1ccc(NC(=S)NCCCN2CCOCC2)cc1C | i | -13% | 2% | 13% | 5% | -4% | -20 | -7% | -10%
CCOC(=O)c1ccc(-c2c(-c3ccc(OC)cc3)oc(=O)c3cc(OC)c(OC)cc23)cc1F | i | i | 28% | 14% | -1% | 4% | -18 | -11% | 0%
CC(=O)Nc1ccc(S(=O)(=O)N2CCN(C(=O)C3COc4ccccc4O3)CC2)cc1 (stereo not given) | i | -39% | 18% | 16% | -3% | 8% | 8 | -2% | 4%
CC(C)(C)N1C(=O)[C@H]2[C@@H](c3ccc(Br)cc3)N3C(=O)N(c4cccc(F)c4)C(=O)[C@@]3(C)[C@H]2C1=O | i | -16% | ? | ? | -2% | 4% | -14 | 3% | 5%
O=C(NCCCN1CCOCC1)c1ccc2ccccc2c1 | i | i | 10% | 6% | -8% | -4% | -19 | -5% | 17%
CCC1(C)Cc2ccccc2-c2nc[nH]c(=O)c21 (stereo not given) | i | 2% | 30% | -15% | 11% | -6% | ? | 0% | -5%
CC(C)c1c(O)nc(SCCC(=O)O)[nH]c1=O | i | -18%[57.5 µM] | 14% | 7% | -1% | 21% | 17 | 7% | 15%
O=C(NCc1ccc(F)cc1)Nc1ccc(Cl)cc1 | i | -9% | 13% | ? | 1% | 15% | -19 | -7% | 2%
COc1ccc(CCNC(=O)C(C)n2c(=O)cc(C(F)(F)F)c3c(C)nn(C)c32)cc1OC (stereo not given) | nt | -32%[inhibitor] | 25% | 17% | nt | -5% | nt | nt | -8%
C/C(=C\C(=O)c1ccccc1)Nc1ccc2c(c1)OCO2 | i | -18% | nt | 1% | -2% | 9% | -9 | 1% | -6%
CC1CCC(NS(=O)(=O)c2ccc3c(c2)n(C)c(=O)c(=O)n3C)CC1 (stereo not given) | i | i | 19% | 33%[activator] | -11% | -2% | 14 | -1% | 1%
CCOC(=O)C1=C(C)N=C2SC(C)C(=O)N2C1c1ccc(OCC)c(OCC)c1 (stereo not given) | i | i | 40% | 3% | 8% | 9% | -9 | 0% | 6%
Cc1nnc2c3ccccc3nc(N3CCN(c4cccc(Cl)c4)CC3)n12 | nt | -33%[inhibitor] | 8% | -15% | nt | 25µM* | nt | nt | -2%
O=C(N/N=C/c1cccn1-c1ccc([N+](=O)[O-])cc1)c1cccnc1 | i | -2% | 3% | -18% | -5% | 5% | 13 | -1% | -6%
CCOc1ccccc1C(=O)NCC(=O)OCC(=O)N1C(C)CCCC1C (stereo not given) | i | -3%[57.5 µM] | 14% | 14% | 11% | 3% | -6 | 5% | 3%
